TRHR agonist: agonists of human TRH receptor. P34981. TRHR cells, calcium flux fluo-8, FDSS agonist mode. activation, % at 2 µM. hit rate 0.18% among 360,000. AID 493084; in the data active = activation above about 30%; note: 0% is about no effect
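Fluo-8-loaded TRHR cells; 10 s baseline, compound added, kinetic Ca2+ fluorescence read 1/s, agonist mode.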
TrxR1 substrate: rat thioredoxin reductase 1 substrate activity; AID 588456; purified TrxR1 substrate turnover, NADPH consumption readout; Potency, µM (series often up to 114 µM), for the others: at the highest dose activity change, negative = substrate turnover; O89049; hit rate 0.01% among 390,000; note: potency is the fitted concentration of half-maximal effect; % is set by controls: 0 for no effect and ±100 for the full control effect; nearly all actives have a fitted effect of over 50% in size
Target sequence (O89049 whole entry, looked up): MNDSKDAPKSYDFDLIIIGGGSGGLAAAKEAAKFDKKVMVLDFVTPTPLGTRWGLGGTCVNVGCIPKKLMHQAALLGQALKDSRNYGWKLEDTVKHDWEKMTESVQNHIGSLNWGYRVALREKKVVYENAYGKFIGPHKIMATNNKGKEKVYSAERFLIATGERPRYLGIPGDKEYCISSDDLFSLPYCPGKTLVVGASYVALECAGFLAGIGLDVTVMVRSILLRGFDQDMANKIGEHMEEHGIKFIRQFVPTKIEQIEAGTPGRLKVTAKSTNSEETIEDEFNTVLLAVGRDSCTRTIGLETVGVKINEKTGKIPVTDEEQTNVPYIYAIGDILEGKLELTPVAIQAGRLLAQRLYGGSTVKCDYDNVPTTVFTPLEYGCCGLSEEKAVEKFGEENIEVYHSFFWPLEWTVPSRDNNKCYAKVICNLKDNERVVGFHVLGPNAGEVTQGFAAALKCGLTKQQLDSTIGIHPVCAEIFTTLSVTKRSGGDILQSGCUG
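Rat TrxR1, dispensed at 90 nM, was prereduced with 400 uM NADPH (final) for 5 min at ~22 deg C, then incubated with compound 15 min before 400 uM selenite. A first-read NADPH fluorescence drop versus no-compound background flagged substrates.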
TRHR enhancer: allosteric enhancers of human TRH receptor. P34981. TRHR cells, fluo-8 calcium fluorescence, EC20 TRH enhancement. enhancement, % at 2 µM. hit rate 0.66% among 360,000. AID 493056; in the data active = enhancement above about 30%; note: 0% is about no effect
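TRHR-expressing cells loaded with fluo-8 calcium dye were read kinetically (ex 480/em 530) during compound addition, then stimulated with an EC20 of TRH (10 nM final). Enhancement of the Gq-mediated intracellular calcium response was scored.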
USP1-UAF1 inh: blocks the human USP1/UAF1 deubiquitinase complex; Potency, µM (series often up to 57.1 µM), inactives show top-dose activity change, negative = inhibition, most hits filed as inhibitors; O94782; recombinant USP1/UAF1, Ub-Rhodamine cleavage fluorescence; hit rate 0.23% among 390,000; note: potency is the fitted concentration of half-maximal effect; % is set by controls: 0 for no effect and ±100 for the full control effect; nearly all actives have a fitted effect of over 60% in size; inactives centre near -12
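1 nM enzyme complex + cpd, 15 min RT; start with Ub-Rho 150nM final; kinetic fluorescence ex 480/em 540, 6 reads q60 s. Buffer 50mM HEPES pH 7.8, 0.5mM EDTA, 0.1 mg/ml BSA, 1mM TCEP, 0.01% Tween-20.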
D2 agonist: agonists of human D2 dopamine receptor | activation, % at 2 µM | P14416 | HEK293 T-REx D2 cells, calcium flux agonist mode | AID 485358 | hit rate 0.53% among 340,000;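 active = activation over 3 SD above normal in the single-dose calcium agonist read, cut at about 30% in these data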; note: 0% is about no effect
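HEK293 Trex D2 cells, tetracycline-induced, o/n 30 C 5% CO2; no-wash Ca dye, RT 30–90 min; 10-cycle baseline, 23 nl cpd added, kinetic Ca read 180 s; agonist hits = positive Ca response.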
TrxR1 inh: rat TrxR1 inhibition; hit rate 1% among 390,000; AID 588453; recombinant rTrxR1, NADPH fluorescence consumption, selenite substrate; Potency, µM (series often up to 114 µM), for the others: at the highest dose activity change, negative = inhibition, actives largely listed as inhibitors; O89049; note: potency is the fitted concentration of half-maximal effect; % is set by controls: 0 for no effect and ±100 for the full control effect; nearly all actives have a fitted effect of over 65% in size
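Rat TrxR1 (90 nM in the dispensed reagent) was pre-reduced with 400 uM NADPH for 5 min at room temperature, then incubated with compound for 15 min. After 400 uM selenite was added, NADPH fluorescence (Ex 340/Em 450 nm) was followed for 8 min.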
PI4K2A block: PI4K2A (human) kinase inhibition; Q9BTU6; hit rate 0.13% among 420,000; purified PI4K2A, ADP-Glo luminescence, 1 h; stronger effect = lower value; activity change, negative = inhibition, % at 76.9 µM; in the data active = activity change below about -50%; inconclusive = mostly about -30% to -49%;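 note: -100% = wells without enzyme as full effect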
Target sequence (Q9BTU6 whole entry, looked up): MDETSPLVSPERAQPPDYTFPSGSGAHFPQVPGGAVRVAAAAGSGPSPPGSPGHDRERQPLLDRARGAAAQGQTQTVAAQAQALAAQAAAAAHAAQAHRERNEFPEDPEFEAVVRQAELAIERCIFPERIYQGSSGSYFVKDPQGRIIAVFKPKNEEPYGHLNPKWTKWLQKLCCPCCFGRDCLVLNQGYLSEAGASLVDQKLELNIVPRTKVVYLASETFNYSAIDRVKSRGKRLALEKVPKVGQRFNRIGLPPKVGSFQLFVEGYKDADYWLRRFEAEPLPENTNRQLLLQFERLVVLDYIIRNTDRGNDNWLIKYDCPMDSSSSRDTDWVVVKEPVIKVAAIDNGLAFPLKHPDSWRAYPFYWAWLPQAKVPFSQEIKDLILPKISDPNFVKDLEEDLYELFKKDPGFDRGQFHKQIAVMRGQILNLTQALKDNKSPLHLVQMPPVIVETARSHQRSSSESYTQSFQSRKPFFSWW
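ADP-Glo luminescence measured ADP generated by PI4K2A enzyme (4 ug/mL before mixing) with 1.2 mM PI substrate (pre-mix) and 300 microM ATP (pre-mix). Tris pH7.5 buffer with MgCl2, Triton X-100; 1 h reaction at ambient temperature.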
mIDH1 inhibitor: human IDH1 R132H inhibition | O75874 | IDH1-R132H enzyme, NADPH consumption, diaphorase/resazurin fluorescence | Potency, µM (series often up to 76.6 µM), for inactives: at the top dose activity change, negative = inhibition, most hits filed as inhibitors | hit rate 0.093% among 390,000 | AID 602179; note: potency is the fitted concentration of half-maximal effect; % is set by controls: 0 for no effect and ±100 for the full control effect; nearly all actives have a fitted effect of over 65% in size
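IDH1-R132H (0.5 ug/mL dispensed) in pH 7.5 Tris buffer was preincubated 30 min with compound, then given a substrate mix of 0.016 mM NADPH and 2 mM alpha-KG for 80 min at room temperature; remaining NADPH was read by diaphorase/resazurin fluorescence.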
D2 antagonist: D2 dopamine receptor (human) antagonism; P14416; HEK293 TREx D2 cells, calcium flux, dopamine EC80; AID 485344; hit rate 2% among 340,000; inhibition, % at 10 µM; in the data active = inhibition above about 30%; note: 0% is about no effect
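Cells plated overnight at 30 C with tetracycline; no-wash calcium dye, 30–90 min RT; 10 s baseline; compound pinned; 180 s read; EC80 dopamine added; another 180 s read.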
Numbers without * were called inactive; [ ] = another dose, or the depositor's remark. Unless noted, calls come from the whole dose curve; as a rule, active = well fitted inhibition curve with a large enough effect; inconclusive = small, poorly fitted or top-dose-only effect; inactive = no such curve, though single readings can be large or run the other way. Random draw from the library, and some 3.9% of all compounds hit somewhere here.

`COc1ccc(C(=O)NCCn2cc(SCc3cccc(F)c3)c3ccccc32)cc1OC` gave TRHR agonist 1.9, TrxR1 substrate -18%, TRHR enhancer 29, USP1-UAF1 inh -9%, D2 agonist -0.7, TrxR1 inh -3%, PI4K2A block 2 and mIDH1 inhibitor -17%.
`O=C(c1ccco1)N1CCN(c2ccc([N+](=O)[O-])cc2Cl)CC1` gave TRHR agonist 0.0, TrxR1 substrate -11%, TRHR enhancer 17, USP1-UAF1 inh -9%, D2 agonist -0.5, TrxR1 inh inconclusive, PI4K2A block -3, mIDH1 inhibitor 0% and D2 antagonist -11.
For COc1ccc(OCCn2c(C3CC(=O)N(c4ccc(F)cc4)C3)nc3ccccc32)cc1 (stereo unspecified) the results were TRHR agonist -0.5, TrxR1 substrate 0%, TRHR enhancer -2, USP1-UAF1 inh inconclusive, D2 agonist -0.6, TrxR1 inh 5%, PI4K2A block -14 and mIDH1 inhibitor 0%.
CCN(CC(=O)Nc1cccc(OC)c1)C(=O)C1CCN(C(=O)Nc2ccccc2)CC1 was read as TRHR agonist 0.0, TrxR1 substrate -9%, TRHR enhancer -7, USP1-UAF1 inh -3%, D2 agonist -2.8, TrxR1 inh -6%, PI4K2A block 0, mIDH1 inhibitor -1% and D2 antagonist 19.
Screening COc1ccc(CNC(=O)c2ccc(CS(=O)(=O)c3ccccc3C)o2)cc1 returned TRHR agonist 0.0, TrxR1 substrate -2%, TRHR enhancer 0, USP1-UAF1 inh -14%, D2 agonist -2.1, TrxR1 inh 9%, PI4K2A block 1, mIDH1 inhibitor 0% and D2 antagonist -8.
`O=C(COC(=O)/C=C/c1ccco1)Nc1ccc(F)cc1Cl` gave TRHR agonist -0.2, TrxR1 substrate -1%, TRHR enhancer 1, USP1-UAF1 inh -19%, D2 agonist -0.6, TrxR1 inh -10%, PI4K2A block 2, mIDH1 inhibitor -4% and D2 antagonist -3.
CC(C)C[C@H](NC(=O)N1CC(=O)Nc2ccccc21)C(=O)N[C@H](C(=O)O)c1ccccc1 was read as TRHR agonist -0.1, TrxR1 substrate 5%, TRHR enhancer 33*, USP1-UAF1 inh -7%, D2 agonist 0.2, TrxR1 inh 10%, PI4K2A block 3, mIDH1 inhibitor -7% and D2 antagonist 17.
For COc1ccc(OC(C)c2nnc(N)s2)cc1 (stereo unspecified) the results were TRHR agonist 0.4, TrxR1 substrate 3%, TRHR enhancer 1, USP1-UAF1 inh -14%, D2 agonist 1.7, TrxR1 inh 20%, PI4K2A block 2, mIDH1 inhibitor 15% and D2 antagonist 0.
Screening CNC(=O)CSc1nc2c([nH]c3ccccc32)c(=O)n1CCOC returned TRHR agonist -0.2, TrxR1 substrate -6%, TRHR enhancer -5, USP1-UAF1 inh -2%, D2 agonist 0.2, TrxR1 inh -5%, PI4K2A block 4, mIDH1 inhibitor -4% and D2 antagonist 27.
CC(=O)N1CCc2c(sc(NC(=O)CSc3ccc(F)cc3)c2-c2nc3ccccc3s2)C1 was read as TRHR agonist 0.2, TrxR1 substrate -2%[57.1 µM], TRHR enhancer -3, USP1-UAF1 inh -19%, D2 agonist -0.7, TrxR1 inh 12%[57.1 µM], PI4K2A block -1 and mIDH1 inhibitor -30%.
`COc1cccc(NC(=S)N(CCc2c(C)[nH]c3ccc(C)cc23)Cc2cccs2)c1` gave TRHR agonist -0.2, TrxR1 substrate -1%, TRHR enhancer 12, USP1-UAF1 inh -6%, D2 agonist -0.2, TrxR1 inh -11%, PI4K2A block 1, mIDH1 inhibitor -6% and D2 antagonist -19.
For O=C(C1CCCN(S(=O)(=O)c2cnc[nH]2)C1)N1CCN(Cc2ccccc2)CC1 (stereo unspecified) the results were TRHR agonist 0.7, TrxR1 substrate 2%, TRHR enhancer 9, USP1-UAF1 inh -8%, D2 agonist 0.7, TrxR1 inh -8%, PI4K2A block -1, mIDH1 inhibitor -10% and D2 antagonist 4.
Cc1nn(-c2ccccc2)c(C)c1/C=C1\C(=O)N(C)C(=S)N1C was read as TRHR agonist -1.1, TrxR1 substrate 0%, TRHR enhancer -2, USP1-UAF1 inh -10%, D2 agonist -0.1, TrxR1 inh 2%, PI4K2A block -1, mIDH1 inhibitor 7% and D2 antagonist -17.
CCOC(=O)c1ccc(NC(=S)N(CCCN2CCCCCC2)Cc2ccco2)cc1 was read as TRHR agonist -0.1, TrxR1 substrate 7%[57.1 µM], TRHR enhancer -1, USP1-UAF1 inh -22%, D2 agonist 19, TrxR1 inh 10%[57.1 µM], PI4K2A block 9, mIDH1 inhibitor 4% and D2 antagonist 13.
For CC(CCN1CCN(c2ccccn2)CC1)c1ccccc1 (stereo unspecified) the results were TRHR agonist 0.1, TrxR1 substrate 4%, TRHR enhancer -1, USP1-UAF1 inh -14%, D2 agonist 74*, TrxR1 inh 28%, PI4K2A block -1, mIDH1 inhibitor -9% and D2 antagonist 63*.
For CC(C)CC(=O)Nc1cc(-c2ccccc2F)nn1-c1ccccc1 the results were TRHR agonist -0.1, TrxR1 substrate -1%[57.1 µM], TRHR enhancer 17, USP1-UAF1 inh inconclusive, D2 agonist -0.6, TrxR1 inh 24%[57.1 µM], PI4K2A block 1 and mIDH1 inhibitor 9%.
Screening CCc1ccc(C(=O)OCC(=O)NCCNC(=O)COC(=O)c2ccc(CC)cc2)cc1 returned TRHR agonist 0.3, TrxR1 substrate -3%, TRHR enhancer 2, USP1-UAF1 inh -13%, D2 agonist 0.6, TrxR1 inh 3%, PI4K2A block 0, mIDH1 inhibitor 6% and D2 antagonist 8.
For Cc1ccc(CCNC(=O)c2c[nH]c3ccc(S(=O)(=O)Nc4cccc(C(F)(F)F)c4)cc3c2=O)cc1 the results were TRHR agonist 1.3, TrxR1 substrate -9%[57.1 µM], TRHR enhancer -5, USP1-UAF1 inh -11%, D2 agonist 0.2, TrxR1 inh 8%[57.1 µM], PI4K2A block -1 and mIDH1 inhibitor -1%.
For COc1ccccc1OC1=NS(=O)(=O)c2ccccc21 the results were TRHR agonist 0.1, TrxR1 substrate -13%, TRHR enhancer -8, USP1-UAF1 inh -8%, D2 agonist 0.9, TrxR1 inh -14%[57.1 µM], PI4K2A block 5, mIDH1 inhibitor -1% and D2 antagonist 4.
`Cc1csc(SC(C)C(=O)NC2CCCCC2C)n1` (stereo unspecified) gave TRHR agonist -0.1, TrxR1 substrate 1%[57.1 µM], TRHR enhancer -2, USP1-UAF1 inh -20%, D2 agonist -0.3, TrxR1 inh 9%[57.1 µM], PI4K2A block -9, mIDH1 inhibitor -2% and D2 antagonist -2.

Some of these compounds in order of heavy-atom count, rising.
For CC(C)CC(=O)Nc1cc(-c2ccccc2F)nn1-c1ccccc1 the results were TRHR agonist -0.1, TrxR1 substrate -1%[57.1 µM], TRHR enhancer 17, USP1-UAF1 inh inconclusive, D2 agonist -0.6, TrxR1 inh 24%[57.1 µM], PI4K2A block 1 and mIDH1 inhibitor 9%.
`COc1cccc(NC(=S)N(CCc2c(C)[nH]c3ccc(C)cc23)Cc2cccs2)c1` gave TRHR agonist -0.2, TrxR1 substrate -1%, TRHR enhancer 12, USP1-UAF1 inh -6%, D2 agonist -0.2, TrxR1 inh -11%, PI4K2A block 1, mIDH1 inhibitor -6% and D2 antagonist -19.
Screening CCc1ccc(C(=O)OCC(=O)NCCNC(=O)COC(=O)c2ccc(CC)cc2)cc1 returned TRHR agonist 0.3, TrxR1 substrate -3%, TRHR enhancer 2, USP1-UAF1 inh -13%, D2 agonist 0.6, TrxR1 inh 3%, PI4K2A block 0, mIDH1 inhibitor 6% and D2 antagonist 8.

New compounds follow:
Screening Cc1onc(-c2ccccc2Cl)c1C(=O)Nc1ccc(-n2nncc2C(C)(C)C)cc1 returned TRHR agonist -0.8, TrxR1 substrate 1%, TRHR enhancer 1, USP1-UAF1 inh -3%, D2 agonist 0.7, TrxR1 inh 14%, PI4K2A block 4, mIDH1 inhibitor 2% and D2 antagonist -8.
Cc1cc(Cl)c(S(=O)(=O)NC2CCCC2)cc1OCC(=O)NC1CCCCC1 was read as TRHR agonist -1.4, TrxR1 substrate -12%, TRHR enhancer -10, USP1-UAF1 inh -14%, D2 agonist 0.5, TrxR1 inh -13%, PI4K2A block -5, mIDH1 inhibitor 2% and D2 antagonist -9.
COCC1CCN(Cc2cn[nH]c2-c2ccc(OC)cc2F)C1 (stereo unspecified) was read as TRHR agonist 1.1, TrxR1 substrate 3%[57.1 µM], TRHR enhancer 9, USP1-UAF1 inh -25%, TrxR1 inh 12%[57.1 µM], PI4K2A block -1 and mIDH1 inhibitor 8%.
For COc1ccccc1/C=C/C=C(\C#N)C(=O)NC(C)c1ccccc1 (stereo unspecified) the results were TRHR agonist 0.0, TrxR1 substrate -9%, TRHR enhancer 15, USP1-UAF1 inh -9%, D2 agonist -0.5, TrxR1 inh 0%, PI4K2A block 1, mIDH1 inhibitor -2% and D2 antagonist -22.
Screening O=c1cc(-c2ccc(C3CCCCC3)cc2)[nH][nH]1 returned TRHR agonist 1.7, TrxR1 substrate 4%[57.1 µM], TRHR enhancer 4, USP1-UAF1 inh inconclusive, D2 agonist 0.5, TrxR1 inh 20%[57.1 µM], PI4K2A block -1, mIDH1 inhibitor -8% and D2 antagonist -11.
`Cc1ccc(C)n1NC(=O)c1ccccc1` gave TRHR agonist -0.7, TrxR1 substrate -4%, TRHR enhancer -3, USP1-UAF1 inh -10%, D2 agonist -0.9, TrxR1 inh -2%, PI4K2A block -6, mIDH1 inhibitor 8% and D2 antagonist 12.
`N#Cc1ccc(-c2csc(NNC(=O)c3ccc(Br)cc3)n2)cc1` gave TRHR agonist 0.0, TrxR1 substrate 9%[57.1 µM], TRHR enhancer -4, USP1-UAF1 inh -15%, D2 agonist -0.7, TrxR1 inh 27%[57.1 µM], PI4K2A block 11, mIDH1 inhibitor 3% and D2 antagonist -6.
`Cc1ccc(Sc2c(CO)c(-c3ccccc3)nn2C)cc1` gave TRHR agonist 0.6, TrxR1 substrate -7%[57.1 µM], TRHR enhancer 5, USP1-UAF1 inh -5%, D2 agonist -1.0, TrxR1 inh -7%[57.1 µM], PI4K2A block -1, mIDH1 inhibitor -3% and D2 antagonist 3.

Source: PubChem BioAssay
